Screening results as filed in PubChem.
Cl transport mod: modulates chloride dependent transport by human KCC2 | KCC2 cells, thallium flux FluoZin-2 fluorescence | B-score of Tl+ flux slope (higher = more flux/activation; lower = inhibition) at 10 µM | 190,000 compounds, 2.2% hits;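 active = thallium flux slope and its plate-corrected score both differing from the plate sample mean at a set confidence after two filtering rounds, in either direction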;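 also: slope of fluorescence scaled to starting intensity during 10 to 20 s after thallium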
Target sequence (Q9H2X9 whole entry, looked up): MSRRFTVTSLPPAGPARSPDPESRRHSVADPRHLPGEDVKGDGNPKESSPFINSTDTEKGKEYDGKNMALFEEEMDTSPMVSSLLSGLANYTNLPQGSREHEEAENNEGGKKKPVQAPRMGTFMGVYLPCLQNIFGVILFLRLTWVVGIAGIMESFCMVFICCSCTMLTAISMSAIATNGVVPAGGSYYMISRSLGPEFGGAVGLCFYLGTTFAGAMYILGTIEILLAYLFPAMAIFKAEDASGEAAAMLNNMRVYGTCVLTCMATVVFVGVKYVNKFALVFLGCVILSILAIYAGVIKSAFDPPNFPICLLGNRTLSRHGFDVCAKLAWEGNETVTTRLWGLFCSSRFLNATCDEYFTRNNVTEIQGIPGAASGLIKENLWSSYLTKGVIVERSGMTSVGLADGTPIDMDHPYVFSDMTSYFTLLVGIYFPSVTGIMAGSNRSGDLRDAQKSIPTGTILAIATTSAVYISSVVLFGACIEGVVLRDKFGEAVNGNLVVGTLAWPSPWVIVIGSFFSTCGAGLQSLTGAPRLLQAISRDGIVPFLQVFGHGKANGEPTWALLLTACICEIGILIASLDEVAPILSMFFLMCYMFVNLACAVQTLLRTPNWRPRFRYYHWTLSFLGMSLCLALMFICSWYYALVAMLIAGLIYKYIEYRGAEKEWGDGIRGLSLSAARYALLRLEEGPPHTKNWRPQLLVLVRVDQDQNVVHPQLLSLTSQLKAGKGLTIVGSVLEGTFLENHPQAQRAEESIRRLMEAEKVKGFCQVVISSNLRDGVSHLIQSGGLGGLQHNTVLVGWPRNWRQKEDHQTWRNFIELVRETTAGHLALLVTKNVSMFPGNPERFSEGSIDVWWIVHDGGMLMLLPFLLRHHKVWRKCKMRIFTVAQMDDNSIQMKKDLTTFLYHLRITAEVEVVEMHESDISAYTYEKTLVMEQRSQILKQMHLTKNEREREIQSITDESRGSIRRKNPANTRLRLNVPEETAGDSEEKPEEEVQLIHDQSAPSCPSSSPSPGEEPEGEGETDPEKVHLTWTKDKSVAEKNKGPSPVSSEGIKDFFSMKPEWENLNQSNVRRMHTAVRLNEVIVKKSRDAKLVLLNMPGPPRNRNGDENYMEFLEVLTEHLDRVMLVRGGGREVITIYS
Calpain2 inh: inhibitors of pig calpain II; purified calpain II, fluorogenic peptide substrate, 30 min; 220,000 compounds, 0.37% hits; inhibition, % at 16 µM;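 active = inhibition above about 50%, limit read from the data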
TRPML3 ag: activates the human TRPML3 channel; AID 1448; Q8TDD5; 220,000 compounds, 0.29% hits; activation, % at 3 µM; HEK293 TRPML3-YFP, Fluo-8 calcium fluorescence; 100% = the carbachol control signal;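 active = activation above its plate's cutoff, the mean activation of the plate's test wells plus 3 SD, cut at about 12% in these data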;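 also: 0% = DMSO only wells and 100% = carbachol wells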
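system = HEK293 cells stably carrying human TRPML3-YFP | doses = one concentration, 3 µM nominal, 0.3% DMSO | timing = dye loading 1 h 37 °C then 30 min ambient, 125 s read | detection = Fluo-8 calcium dye fluorescence, ex 470-495, em 515-575 nm | benchmarks = high control carbachol 87 µM, low control DMSO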
Tb hexokinase: blocks Trypanosoma brucei hexokinase 1 activity; recombinant TbHK1, G6PDH-coupled NADH A340; inhibition, % at 10 µM; 220,000 compounds, 0.11% hits; AID 1430;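 active = inhibition of 50% or more in the single-dose primary screen; inactive = inhibition below 50%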
EBV gp42 inh: EBV gp42 inhibition | Q1HVG2 | Fluorescence polarization binding assay, mP read-out | inhibition, % (tested at 21.74 µM) | 220,000 compounds, 0.42% hits | AID 1085; in the data active = inhibition above about 50%
TRPN1 ag: zebrafish TRPN1 (NompC) channel agonism; HEK293 zebrafish TRPN1-YFP, Fluo-8 calcium fluorescence; 100% = response to 87 µM carbachol; activation, % at 3 µM; 220,000 compounds, 0.18% hits;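 active = activation above its plate's cutoff, the mean activation of test wells on that plate plus 3 SD, cut at about 19% in these data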;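 also: 0% = DMSO alone and 100% = 87 µM carbachol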
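Assay system: Zebrafish TRPN1-YFP in HEK293 cells | Incubation: Dye loading 1 h at 37 °C, then 30 min room temperature | Measured by: Kinetic Fluo-8 fluorescence, ex 470-495, em 515-575 nm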
Thrombin inh: inhibitors of human thrombin | alpha-thrombin, Boc-VPR-AMC fluorogenic substrate cleavage | P00734 | 220,000 compounds, 0.26% hits | inhibition, % at 5 µM;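 active = inhibition at or above 40%; inactive = inhibition below 40%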;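 also: 0% = enzyme with no compound and 100% = wells without enzyme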
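Assay system: human alpha-thrombin enzyme. Reagent: Boc-VPR-AMC substrate, 15 µM final. Compound dosing: one concentration per compound, 5 µM, with 0.2% DMSO. Incubation: room-temperature reaction. Technique: AMC fluorescence, 355/460 nm. Measure: % inhibition relative to enzyme controls and enzyme-free blanks.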
PPC-1+TRAIL kill: compounds killing PPC-1 cancer cells with TRAIL present (potentiator screen, no TRAIL-free arm). PPC-1 cells + TRAIL, ATPLite viability luminescence. cell killing (% activity), % at 4 µM. 220,000 compounds, 0.41% hits;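 active = cell killing above 50% in the first pass at 4 µM, then a duplicate retest at 5 µM averaging 50% or more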;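 also: plate controls were cells with TRAIL plus DMSO for no effect and medium-only wells lacking cells for full effect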
Furin inh: blocks human furin protease activity. purified furin, fluorogenic substrate cleavage. inhibition, % at 30 µM. 220,000 compounds, 0.061% hits. P09958; in the data active = inhibition above about 25%; also: inactives centre near -15
The depositor's hits bear a star; nt = no result given; [ ] = dose if it differs, or a comment.

smiles | Cl transport mod | Calpain2 inh | TRPML3 ag | Tb hexokinase | EBV gp42 inh | TRPN1 ag | Thrombin inh | PPC-1+TRAIL kill | Furin inh
Cc1ccccc1OCC(=O)NNC(=O)Nc1ccccc1 | -0.79 | -30 | -0.2 | -2 | -24 | -0.8 | 4 | nt | -33
Cc1onc(-c2ccccc2)c1NC(=O)N(CCC(=O)O)Cc1ccccc1 | nt | 6 | 0.2 | 0 | -11 | -0.1 | -4 | 4 | -14
Fc1ccc(NC(=S)Nc2nccs2)cc1 | 77* | 33 | 3.0 | -19 | -3 | 6.2 | -14 | 22 | -1
Cc1nnc(SCC(=O)NN2C(=O)NC3(CCCCC3)C2=O)s1 | 0.84 | -8 | 0.4 | 2 | 3 | -1.0 | -10 | -7 | -8
CCNC(=O)N1CCNC(=O)C1CC(=O)OC (centres undefined) | 0.58 | -10 | 0.9 | -2 | -8 | -0.2 | -3 | 1[5 µM] | -24[20 µM]
CCOC(=O)C(C)On1c(SC(C)C(=O)OCC)nc2ccccc2c1=O (centres undefined) | 0.058 | -4 | -0.7 | -5 | -25 | -1.4 | -10 | -4 | -11[20 µM]
CN(C)C(=O)c1c2c(nc3ccccc13)-c1ccccc1CC2 | 0.77 | -3 | 0.4 | -22 | -19 | 0.2 | -1 | 13 | -11[20 µM]
CCc1nnc(NC(=O)c2cc(S(=O)(=O)N3CCN(c4ccccc4)CC3)ccc2Cl)s1 | -0.55 | -44 | -0.4 | -5 | -35 | -1.0 | 2 | 14 | -18[20 µM]
Cc1cc(C)cc(NC(=O)CN(Cc2ccccc2)S(C)(=O)=O)c1 | 1.2 | -11 | -1.4 | 2 | -2 | -1.2 | -3 | 5 | -16[20 µM]
CC1CCCC(NC(=O)COC(=O)c2ccc3ccccc3n2)C1C (centres undefined) | -3.6 | -22 | 1.1 | 2 | -17 | 1.0 | 3 | 0 | -13[20 µM]
CCCCc1ccc(NC(=O)c2c(C)noc2C)cc1 | nt | -2 | -0.2 | 0 | -2 | -0.7 | -3 | 16 | -15[20 µM]
C=CCNC(=O)/C(=C/c1ccccc1OCC)NC(=O)c1ccccc1 | -0.15 | -11 | -1.1 | -4 | -3 | 0.1 | -12 | 2 | -3
CC1(C)CC(=O)C2=C(C1)N=C1c3ccccc3C(=O)C1C2c1ccc(Cl)cc1 (centres undefined) | nt | 9 | 0.6 | -10 | -7 | -0.2 | -5 | 2 | -10
CCOC(=O)c1ccc(Oc2cn[nH]c2-c2ccc(O)cc2O)cc1 | -1.3 | 44 | 1.1 | -1 | -10 | 7.2 | -5 | 15 | -7
CC(C)C(=O)N1CCN(c2ccccc2NC(=S)NC(=O)c2cccs2)CC1 | 2.8 | -15 | 0.6 | -5 | 0 | 2.0 | -1 | -10 | -24
CC1(C)C(=O)NCCN1C(=O)CCCC(=O)O | nt | 22 | 0.2 | 6 | -3 | 1.1 | 28 | -5 | -7
CCOC(=O)CSc1nnc(SCCN2C(=O)c3ccccc3C2=O)s1 | -0.41 | -7 | 0.1 | 14 | -11 | -1.0 | 1 | -5 | -10[20 µM]
CC(C)CCn1c(=O)c2ccccc2n2c(CN3C(=O)NC4(CCC(C)CC4)C3=O)nnc12 (centres undefined) | -0.044 | -9 | 0.0 | 1 | -11 | 0.2 | -2 | 11 | -28
CCCCC(CC)Cn1c2nc3ccccc3nc2c2c(=N)oc(C)nc21 (centres undefined) | -0.56 | -87 | 0.6 | 10 | -12 | 1.8 | -2 | 12 | -14[20 µM]
CCc1nnc(NC(=O)CSc2ncnc3c2cnn3-c2ccc(OC)cc2)s1 | -0.33 | -30 | 1.0 | -6 | -23 | 0.5 | -4 | 15 | -16[20 µM]
COc1cc([N+](=O)[O-])cc(/C=N/NC(=O)c2cncc(Br)c2)c1O | nt | -26 | 0.7 | -3 | -13 | 3.6 | -2 | 9 | -13
O=C1c2ccccc2NC(c2ccccc2Br)N1CCCN1CCOCC1 (centres undefined) | 0.12 | -349 | 0.0 | -7 | -6 | -0.2 | -15 | -9 | -10
Cc1cc(C)c(S(=O)(=O)NCCn2ccc3ccccc32)c(C)c1 | 0.12 | -18 | 0.1 | 9 | 4 | -0.1 | -2 | 21 | -27
COc1nc(Nc2ccc(O)cc2)nc(OC(C(F)(F)F)C(F)(F)F)n1 | -1.4 | -5 | 1.3 | -2 | 0 | -0.1 | -1 | -14 | -12
CN1CCN(CCCCOc2ccccc2C=O)CC1 | 0.36 | -20 | 0.8 | -1 | -9 | 0.1 | -6 | 8 | -17
Cc1cc(C)cc(-n2ccnc2SCC(=O)O)c1 | 0.012 | -4 | -0.5 | -8 | -10 | 0.5 | -9 | 9 | -8
Cn1c(=O)c2c(nc(N/N=C/c3ccc(OC(=O)c4ccco4)cc3)n2Cc2ccc(F)cc2)n(C)c1=O | -1.7 | -76 | 0.9 | -22 | -9 | 1.3 | -3 | -4 | -8
COc1cc(OC)cc(C(=O)N[C@H](C(=O)Nc2cc(C)cc(C)c2)C(C)C)c1 | nt | -15 | 0.6 | -17 | 5 | -1.0 | -4 | 15 | -18
Cc1ccc(/C=N/NC(=O)NC2CCCCC2)o1 | -0.6 | -1 | 0.1 | 1 | -13 | -0.3 | nt | 10 | -31
COC(=O)[C@@H](NC(=O)c1ccc(OC2CCN(Cc3ccccn3)CC2)cc1)C(C)C | nt | -3 | 1.4 | -4 | -18 | 1.9 | -18 | -2 | -17
O=C(CN1CCN(c2ncccn2)CC1)NCc1ccc2c(c1)OCO2 | nt | -42 | 0.6 | -14 | 1 | 0.6 | 1 | -6 | -28
CCCCC1=CC2=CC(=O)C(C)(OC(=O)CC)C(=O)C2=CN1CCCCO (centres undefined) | 0.47 | 1 | nt | -29 | 4 | nt | 2 | 6 | 12
O=C(Nc1ccc(N2CCN(Cc3ccccc3)CC2)cc1)c1ncn[nH]1 | nt | 0 | 0.9 | -6 | -14 | 1.5 | -7 | 13 | -16[20 µM]
O=C(Cc1ccc(F)cc1)Nc1cccc2cccnc12 | -1.3 | 23 | 0.3 | -2 | 3 | 0.7 | -7 | 27 | -9
Cc1nc2c(Br)c3nc(C(F)(F)F)[nH]c3c(Br)c2[nH]1 | -7.6* | -29 | 0.0 | 15 | 0 | 1.2 | 3 | 16 | 0
O=C(NCc1ccccc1)c1csc2c1CCCCC2 | -0.97 | -4 | -0.1 | -2 | -20 | -0.6 | -1 | -8 | -6[20 µM]
CN(C)CCCN(C(=O)COc1ccccc1)c1nc2c(F)cccc2s1 | -0.26 | 5 | 0.7 | 9 | -11 | -0.2 | 4 | 10 | -32
COc1ccc2ccccc2c1/C=N/NC(=O)c1sc(N)c(C#N)c1C | -1.7 | 21 | -0.5 | 8 | -12 | -0.7 | 21 | -16 | -12
CCN(CC(=O)Nc1ccc2c(c1)OCCO2)S(=O)(=O)c1cccs1 | -0.74 | 5 | 1.2 | -10 | -5 | -0.4 | -2 | 2 | -11[20 µM]
Cc1ccccc1Cn1cc(S(=O)(=O)CC(=O)N2CCCCC2)c2ccccc21 | 1 | 24 | 1.2 | 1 | -16 | 1.7 | 4 | 4 | -14[20 µM]
C=CCNc1nc(NCC)nc(N2CCOCC2)n1 | 1.2 | -9 | 0.1 | 8 | -1 | 0.3 | 3 | 18 | -15[20 µM]
Cc1ccc(C2CC(=O)C=C(NCc3ccccc3)C2)cc1 (centres undefined) | -2.8 | 45 | 0.1 | -8 | -11 | 0.2 | -12 | 3 | -26
CCN1CCN(c2c(Cl)cccc2NC(=O)c2ccc(Br)o2)CC1 | -0.088 | -44 | -0.3 | -1 | -9 | -0.6 | -6 | 20 | -6[20 µM]
Cc1ccc(S(=O)(=O)N/N=c2\sc3ccccc3n2C)cc1 | -0.76 | 7 | 1.1 | -4 | -21 | -0.6 | -2 | 15 | -6
COC(=O)c1ccc(C)c(NC(=O)c2ccc(Cn3cc([N+](=O)[O-])cn3)o2)c1 | -0.26 | -4 | 0.0 | -9 | -7 | 0.2 | 0 | 0 | -29
Cc1nc2ccc(NC(=O)N3CCCCC3)cc2s1 | -0.59 | -16 | 0.7 | 7 | -20 | 0.0 | -5 | 11 | -18[20 µM]
Cc1onc(-c2ccccc2)c1C(=O)Nc1ccc(S(=O)(=O)NC2=NCCCCC2)cc1 | 0.4 | -13 | 1.1 | 3 | -20 | 1.0 | -2 | -14 | -17
COc1cc(NC(=O)CN2C(=O)NC(C)(CC(C)C)C2=O)cc(OC)c1 (centres undefined) | -1 | 13 | -0.7 | -1 | -10 | 0.0 | -3 | 18 | -15[20 µM]
COc1ccc(-c2[nH]ncc2-c2cscn2)c(O)c1 | 0.58 | 6 | -0.3 | -3 | -13 | 0.6 | -1 | 11 | -16
Fc1ccc(C2CC(c3ccc(F)cc3)n3ncnc3N2)cc1 (centres undefined) | -1.5 | -35 | 1.3 | 3 | 5 | 1.1 | -6 | -5 | -28

Quoted from above, 3 compounds:
smiles | Cl transport mod | Calpain2 inh | TRPML3 ag | Tb hexokinase | EBV gp42 inh | TRPN1 ag | Thrombin inh | PPC-1+TRAIL kill | Furin inh
COC(=O)c1ccc(C)c(NC(=O)c2ccc(Cn3cc([N+](=O)[O-])cn3)o2)c1 | -0.26 | -4 | 0.0 | -9 | -7 | 0.2 | 0 | 0 | -29
Cc1nc2ccc(NC(=O)N3CCCCC3)cc2s1 | -0.59 | -16 | 0.7 | 7 | -20 | 0.0 | -5 | 11 | -18[20 µM]
Cc1onc(-c2ccccc2)c1C(=O)Nc1ccc(S(=O)(=O)NC2=NCCCCC2)cc1 | 0.4 | -13 | 1.1 | 3 | -20 | 1.0 | -2 | -14 | -17

(next part)
smiles | Cl transport mod | Calpain2 inh | TRPML3 ag | Tb hexokinase | EBV gp42 inh | TRPN1 ag | Thrombin inh | PPC-1+TRAIL kill | Furin inh
O=C(Nc1ccon1)c1ccc(S(=O)(=O)N2CCOCC2)cc1 | 1.3 | 16 | -0.2 | -2 | -15 | -1.1 | 12 | 4 | -11
O=C(COc1cccc2cccnc12)Nc1ccccc1 | -2.4 | -8 | 0.5 | -1 | -3 | 0.2 | nt | 2 | -3
O=C(NC(=S)NCc1ccc(-c2nc3ccccc3s2)cc1)c1ccco1 | 6.4* | 22 | 1.0 | -12 | -9 | -0.4 | 0 | 4 | -19
CCCNC(=O)c1[nH]c(C)c(C(=O)OCC)c1C | 0.48 | 18 | -0.2 | -6 | -12 | 2.4 | 25 | 15 | -19
COc1ccccc1-c1nnc(SC(C)C(=O)O)n1-c1ccccc1 (centres undefined) | nt | -20 | 0.8 | -4 | -15 | 3.0 | -5 | -2 | -19
CCN(CC)CCN1C(=O)C(=O)/C(=C(/O)c2ccc(OC)cc2)C1c1ccco1 (centres undefined) | 8.7* | 10 | 0.0 | -12 | -27 | -0.2 | 13 | 15 | -4
Cc1cccc(NC(=O)C(c2ccccc2Cl)N2CCOCC2)c1 (centres undefined) | -0.25 | -26 | -1.2 | -2 | -18 | -2.1 | -3 | -1 | -26
Cc1cc(NC(=O)COC(=O)CSCc2ccc(Cl)c(Cl)c2)no1 | -0.91 | 9 | 0.8 | 4 | -10 | -1.0 | 3 | 16 | -6
